Compound activity from PubChem.
Tat transport: inhibitors of E. coli Tat protein transport; E. coli MC4100 TorA-mCherry Tat export, fluorescence; inhibition, % at 10 µM; 340,000 compounds, 0.036% hits;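 active = mean replicate inhibition at least 50% and at least half of replicates individually reaching 50%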;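 note: exported cargo escapes ClpAP degradation while cytoplasmic cargo is degraded and loses fluorescence; 0% = median of neutral control wells and 100% = median of NaSCN control wells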
MOR-DOR inv ag: mu-delta opioid heterodimer inverse agonism | 340,000 compounds, 0.21% hits | inhibition, % at 9.3 µM | AID 504357 | P35372+P41143 | cell-based MOR-DOR heterodimer luminescence; in the data active = inhibition above about 22%, passing the limit was not always enough;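 note: 0% = cells with DMSO and 100% = wells without cells with DMSO; values of inactives mirror those of a sister screen read the other way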
AddAB inh: less growth of phage-infected E. coli with AddAB | E. coli expressing H. pylori AddAB, absorbance growth | inhibition, % at 11.9 µM | 330,000 compounds, 0.29% hits | AID 435030; in the data active = inhibition above about 12%;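 note: 0% = vehicle wells of infected cells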
HTR5A inv ag: HTR5A inverse agonism, opioid heterodimer counter-screen; P47898; HTR5A cell line, luminescence; inhibition, % at 9.3 µM; 340,000 compounds, 0.083% hits; in the data active = inhibition mostly above about 23%, no sharp cut-off; inactive = mostly below about 18%;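 note: 0% = cells with DMSO and 100% = no-cell wells with DMSO; some compounds called inactive have numbers as strong as hits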
Target sequence (P47898 whole entry, looked up): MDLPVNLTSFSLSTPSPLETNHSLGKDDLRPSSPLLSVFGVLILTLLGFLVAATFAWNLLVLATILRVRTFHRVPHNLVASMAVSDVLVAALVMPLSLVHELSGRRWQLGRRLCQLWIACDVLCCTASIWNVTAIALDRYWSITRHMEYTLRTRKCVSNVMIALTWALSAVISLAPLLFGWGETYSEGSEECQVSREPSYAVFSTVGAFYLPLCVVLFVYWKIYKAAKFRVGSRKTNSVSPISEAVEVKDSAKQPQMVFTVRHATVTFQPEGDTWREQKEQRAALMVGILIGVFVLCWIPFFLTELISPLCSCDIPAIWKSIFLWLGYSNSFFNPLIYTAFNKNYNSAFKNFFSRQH
PfHsp90 yeast 2: growth inhibition of yeast expressing Plasmodium Hsp90 | S. cerevisiae expressing PfHsp90, BacTiter-Glo ATP, 48 h; yeast lacking PDR1 and PDR3 efflux regulators | inhibition, % at 9.4 µM | 310,000 compounds, 0.32% hits | AID 504621;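 active = every replicate shows inhibition above about 80%, whatever the replicate mean, limit read from the data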;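 note: 0% = DMSO neutral controls and 100% = 20 µM radicicol positive controls; yeast relying on Plasmodium falciparum Hsp90 in place of its own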
phage Ecoli inh: E. coli growth loss with phage present. 360,000 compounds, 0.26% hits. inhibition, % at 11.9 µM. growth absorbance; in the data active = inhibition above about 11%
PKA-R2B activ: activates the human PKA-R2B holoenzyme complex | P22694+P31323 | PKA-R2B holoenzyme dissociation, Cy5-IP20 fluorescence polarization; R2B truncated from residue 108, S112A mutant; 0% DMSO only, 100% 113 µM cGMP | activation, % at 11.4 µM | 340,000 compounds, 0.079% hits;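 active = activation above a cutoff set at the mean over all compounds plus 3 SD, cut at about 18% in these data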;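 note: higher means more holoenzyme dissociation and a rise in polarization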
Target sequence (P31323 whole entry, looked up, other chains not shown, the tested form may be a part): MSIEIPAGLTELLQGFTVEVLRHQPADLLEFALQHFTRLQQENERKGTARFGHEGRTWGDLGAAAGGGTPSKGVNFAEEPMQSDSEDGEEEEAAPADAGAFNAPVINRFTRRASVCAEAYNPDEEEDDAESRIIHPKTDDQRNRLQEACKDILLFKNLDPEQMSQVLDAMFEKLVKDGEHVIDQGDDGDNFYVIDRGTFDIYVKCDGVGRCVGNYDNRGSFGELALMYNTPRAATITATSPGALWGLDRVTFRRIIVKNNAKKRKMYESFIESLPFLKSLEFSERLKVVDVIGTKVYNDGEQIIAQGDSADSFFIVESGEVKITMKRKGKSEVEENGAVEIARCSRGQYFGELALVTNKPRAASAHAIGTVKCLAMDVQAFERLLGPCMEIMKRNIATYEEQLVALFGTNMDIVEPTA
PKA-R1A activ: activates the PKA-R1A holoenzyme complex; activation, % at 11.4 µM; P00514+P68181; AID 504707; PKA-R1A dissociation, Cy5-IP20 fluorescence polarization; scaled: DMSO 0%, 113 µM cGMP 100%; 340,000 compounds, 0.083% hits;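 active = percent activation above the mean of all tested compounds plus 3 SD, cut at about 19% in these data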;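 note: higher means more PKAc released from R1A so a rise in polarization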
SUMO Mot1 rescue: blocks SUMOylation pathway, rescuing yeast Mot1-301 growth; AID 2716; growth rescue, % at 18.8 µM; S. cerevisiae Mot1-301 growth rescue, ATP luminescence, 38.5C; percent above DMSO median, 100 means doubled; 320,000 compounds, 1% hits;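 active = every valid replicate shows activation above 250% relative to neutral control wells; inactive = the rest, any valid replicate at or below 250%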;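 note: OY570 slx delta 5 strain wells were the positive control but not used for scaling; some compounds called inactive have numbers as strong as hits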
Ecoli viability: counter-screen for AddAB inhibitors: E. coli growth inhibition; inhibition, % at 11.9 µM; E. coli V3065 growth, OD600 absorbance, 18 h; 330,000 compounds, 0.27% hits;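 active = inhibition above the campaign's mean inhibition across all tested compounds plus 3 SD, cut at about 9.9% in these data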;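 note: uninfected addAB+ strain grown without phage in ampicillin broth; 0% = DMSO wells and 100% = ciprofloxacin 0.95 µg/ml wells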
MOR-DOR ag: agonists of human mu-delta opioid receptor heterodimerization; 340,000 compounds, 0.3% hits; cells, OPRM1-OPRD1 heterodimerization, luminescence; P35372+P41143; activation, % at 9.3 µM; in the data active = activation above about 18%;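 note: 0% = vehicle-treated cells and 100% = reference agonist; values of inactives mirror those of a sister screen read the other way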
The depositor's hits bear a star; · = not tested or not shown.

Each structure is followed by: Tat transport	MOR-DOR inv ag	AddAB inh	HTR5A inv ag	PfHsp90 yeast 2	phage Ecoli inh	PKA-R2B activ	PKA-R1A activ	SUMO Mot1 rescue	Ecoli viability	MOR-DOR ag
1	COc1ccc(S(=O)(=O)N2CCC(C(=O)NCC(=O)Nc3c(C)cccc3C)CC2)cc1OC
 : 7	10	·	7	0	3.5	-8	-7	·	·	-2.5
2	O=C(OCN1C(=O)C(=O)c2ccccc21)c1ccc(Cl)cc1
 : -4	19	1.3	6	10	1.9	3	2	-19	-0.5	-4.1
3	COc1c(C)cc(C(=O)C2CCCN(C(=O)c3ccoc3)C2)cc1C (stereo unspecified)
 : 0	8	0.7	-8	4	2.4	4	1	-21	-1.3	-1.4
4	CCOC(=O)Cc1cc(=O)n2[nH]cc(-c3cccc(Br)c3)c2n1
 : -17	17	2.0	5	6	-0.5	-6	-2	22	-3.2	-3.3
5	CSc1nc(C)cc(Oc2ccc(OCC(N)=O)nn2)n1
 : 1	8	0.5	25	-10	1.2	-8	-6	17	-0.9	-1.9
6	O=C(Nc1nc2ccc([N+](=O)[O-])cc2s1)c1c(F)cccc1F
 : 4	12	1.6	5	-20	2.1	-12	-9	-10	2.4	-2.5
7	CC(=O)c1c(C)[nH]c(C(=O)CSc2nc3ccccc3c(=O)n2CCCN2CCOCC2)c1C
 : 4	9	-0.7	3	·	0.6	-10	-7	-2	-1.4	-1.8
8	CC(=O)Oc1ccc(C(C)=O)c2c1OCCO2
 : 3	-4	1.5	7	-134	0.5	-19	-3	-7	-0.8	0.7
9	Cc1ccc(C)c(NC(=O)CSc2cccc3cccnc23)c1
 : 3	14	2.2	-13	-7	0.9	0	-5	-16	-0.5	-3.0
10	CSc1nc2sccc2c(=O)[nH]1
 : -5	11	0.3	4	-36	4.1	-5	-6	-7	-1.2	-2.2
11	COc1ccc(SCc2noc(C(=O)NC(C)C)c2C(=O)O)cc1
 : 0	17	1.4	-34	-1	-0.5	-12	-7	2	0.5	-3.0
12	COc1cc(NC(=O)COC(=O)CCc2cc(OC)c(OC)c(OC)c2)cc(OC)c1
 : 1	13	1.7	-50	24	2.8	5	2	-4	-4.0	-2.8
13	COc1ccc(NC(=O)CC23CC4CC(CC(C4)C2)C3)cn1
 : -4	-5	-0.7	-4	-16	2.2	-9	-1	-18	-1.8	0.9
14	COC(=O)c1cc(C(=O)NCCCN2CCOCC2)cc([N+](=O)[O-])c1
 : -1	5	5.0	-3	-15	2.4	3	-6	7	1.6	-0.9
15	CCOc1cc2[nH]c(=O)n(Cc3ccc(C(=O)NCCOC)cc3)c(=O)c2cc1OCC
 : 11	14	-1.9	-17	-1	1.3	-7	5	·	-2.8	-2.5
16	COc1cc(OC)cc(-c2nc(-c3cc4cc(C)ccc4nc3OC)no2)c1
 : -4	14	·	-10	3	0.4	-1	-1	·	·	-2.3
17	Cc1cc(C)c2c(N=NN(C)C)[nH]nc2n1
 : 2	13	39*	-17	104*	14*	2	2	·	78*	-2.2
18	Cc1cc(C)n2nc(SCC(=O)Nc3ccc(S(=O)(=O)N(C)C)cc3)nc2n1
 : 5	11	1.4	7	-1	2.7	-8	-7	-13	-0.8	-2.9
19	O=C1N[C@@H](Cc2cn(S(=O)(=O)c3ccc([N+](=O)[O-])cc3)c3ccccc23)C(=O)N[C@H]1Cc1ccccc1
 : -3	2	-1.3	-8	-16	1.5	-9	5	-7	-1.9	-0.5
20	CCO[C@H]1OC(C(=O)N2CCN(Cc3ccc4c(c3)OCO4)CC2)=C[C@@H](C2CCCCC2)[C@@H]1CCCO
 : -5	10	2.6	-13	-6	3.3	-3	1	8	-1.5	-1.8
21	Cc1cc(Cl)ccc1OCC(=O)NNC(=O)CCOc1ccccc1
 : 0	-1	-0.1	-7	15	2.8	-2	4	19	-0.5	0.3
22	COc1ccccc1/C=N/NC(=O)c1ccc(CN2C(=O)c3cccc4cccc2c34)cc1
 : 19	-10	0.4	-7	13	3.4	-7	4	-25	-1.0	1.9
23	CCCS(=O)(=O)c1nc(S(=O)(=O)c2ccc(C)cc2)c(N2CCN(C)CC2)s1
 : 4	7	3.2	24	-53	1.9	14	-1	-5	-0.9	-1.2
24	N#C/C(=C(/O)CSc1ncn[nH]1)c1nc2ccccc2[nH]1
 : 0	-1	2.0	7	-1	2.5	-6	-10	-5	0.2	0.2
25	C=CCNC(=O)c1ccc(-c2nc(-c3ccc(Cl)cc3Cl)cs2)cc1
 : 5	-3	3.4	15	-11	2.3	6	-10	·	-1.4	0.8
26	NS(=O)(=O)c1ccc(CCNCc2ccccc2OCc2ccc(Cl)cc2)cc1
 : -1	-16	2.3	-9	9	4.5	2	2	-14	0.6	3.4
27	CCN(CC)S(=O)(=O)c1ccc(Oc2cccc(C(C)=O)c2)nc1
 : -5	5	-1.9	-14	67	1.4	2	0	-15	-0.2	-0.9
28	CC(=O)Oc1cccc(N2C(=O)C3C4C=CC(C4=C(C)C)C3C2=O)c1 (stereo unspecified)
 : -1	3	-1.3	-2	·	0.5	1	1	21	-0.8	-0.5
29	CCN(C(=N)N=C(N)N)c1ccccc1
 : 2	-2	0.2	12	-12	3.4	-4	1	6	-1.3	0.3
30	COc1ccccc1C(=O)NC(CCSC)C(=O)NCC(c1ccco1)N(C)C (stereo unspecified)
 : 3	13	2.8	4	9	-1.8	-4	-3	-7	0.9	-2.5
31	CC1CCC(NC(=O)c2ccc(NS(=O)(=O)c3ccc4[nH]c(=O)[nH]c4c3)cc2)CC1 (stereo unspecified)
 : -6	13	1.0	-14	·	0.1	1	12	15	-2.7	-2.0
32	CCOc1cccc(-c2c(C(=O)N/N=C/c3ccncc3)nnn2-c2nonc2N)c1
 : -5	11	1.8	-4	-9	0.4	2	-7	-20	0.5	-2.1
33	O=S(=O)(Nc1ccccn1)c1cccc(S(=O)(=O)c2ccc(Cl)cc2)c1
 : 5	-8	0.5	0	-4	2.5	8	2	9	-1.6	1.6
34	CCn1c2ccccc2c2nnc(SCC(=O)NCCOC)nc21
 : 10	4	-1.1	-15	2	0.8	2	-10	-9	0.7	-0.7
35	CCC(=O)N(CCc1ccccc1)Cc1cc2cc(OC)ccc2[nH]c1=O
 : 8	3	1.6	-27	-89	1.0	2	5	-9	0.3	-0.7
36	CCn1c(=O)cc(OCC(=O)Nc2ccc(C)cn2)c2ccccc21
 : -10	10	-1.1	-8	·	1.5	-9	4	-9	-2.1	-2.1
37	S=C(NCc1ccccc1)N1CCn2cccc2C1c1ccncc1 (stereo unspecified)
 : -1	-5	-0.1	4	·	2.0	-8	0	0	0.0	0.9
38	Cc1ccc2nc(-c3ccc(SCC(=O)N4CCc5ccccc54)nc3)[nH]c2c1
 : -4	-9	0.5	7	-22	4.2	1	-6	12	0.3	1.7
39	CCN1CCN(c2nc3ccccc3nc2C(C#N)S(=O)(=O)c2ccc(C)cc2)CC1 (stereo unspecified)
 : 0	14	-0.6	-8	-2	2.6	-13	-2	14	2.7	-2.7
40	O=C(CSc1nc2ccccc2[nH]1)NC1CCCC1
 : 6	-3	0.8	13	-27	1.6	2	6	87	1.9	0.7
41	C=CCC[C@@H](Cc1ccc(F)cc1)C(=O)OC[C@@H](Cc1c[nH]c2ccccc12)NC(=O)[C@@H](CC=C)CC(=O)NCCO
 : 14	13	0.0	-13	-9	-2.5	-4	-1	·	-5.4	-2.8
42	O=c1oc2c(CN3CCCCC3)c(O)ccc2cc1-c1nc2ccccc2[nH]1
 : 2	-1	·	-20	26	0.1	7	4	·	·	0.1
43	COC(=O)c1ccc(NC(=O)c2ccc(C)cc2)o1
 : -2	-3	1.9	-1	9	3.5	-2	-9	-29	-1.0	0.7
44	COc1ccc(Cn2c(-c3ccc(Cl)cc3)c[n+]3ccccc23)cc1
 : 4	1	5.5	-3	8	1.8	1	-4	2	1.5	-0.2
45	O=C(CNC(=O)c1cccc(Cl)c1)N/N=C/c1cccnc1
 : -4	-10	1.1	1	1	1.2	-7	5	262	1.6	2.0
46	Cc1ccccc1N(CC(=O)N/N=C/c1ccc(F)cc1)C(=O)c1ccccc1
 : 12	-158	-1.0	-12	-9	1.7	-7	-6	4	-0.8	30*
47	COc1ccc(NC(=O)CCCC(=O)NCCc2ccc(OC)c(OC)c2)cc1
 : -3	15	2.5	6	-3	2.2	1	-7	35	1.3	-3.3
48	CCN(CC(=O)NC1CCS(=O)(=O)C1)S(=O)(=O)c1ccc(C)cc1C (stereo unspecified)
 : -10	1	1.3	-6	22	1.9	-15	-6	-6	-2.2	-0.2
49	Cc1c(NC(=S)NC(=O)c2ccco2)c(=O)n(-c2ccccc2)n1C
 : 2	11	1.4	4	-1	2.0	1	8	20	-0.7	-2.0
50	COc1ccccc1CNC(=O)COC(=O)c1c[nH]c2ccccc12
 : -5	-5	·	16	15	0.7	2	-7	·	·	0.8
51	CCC(CC)C(=O)Nc1cc(C(=O)NCCc2ccccc2)ccc1Cl
 : -2	-13	3.0	-11	-23	2.4	-1	1	17	-0.8	2.4
52	CN1CCC(=NNC(=O)C(=O)Nc2ccc(F)cc2)CC1
 : 6	21	5.0	5	15	5.4	2	5	128	1.8	-4.2
53	Cc1noc(C)c1NC(=O)Nc1ccc2c(c1)C(=O)N([C@H](C)CO)C[C@H](C)[C@@H](CN(C)S(=O)(=O)c1cn(C)cn1)O2
 : 7	10	3.4	-9	-2	2.9	-14	-10	-3	-3.2	-2.1
